PrPC surface inh – reduces human prion protein on the cell surface | inhibition, % at 13.8 µM | P04156 | actives 0.43% (n = 370,000) | cell surface PrPC, TR-FRET read-out | AID 720596; in the data active = inhibition above about 24%; also: 0% = median of the test wells and 100% = reference compound wells
Mtb FBA inh – Mtb fructose-bisphosphate aldolase inhibition | P9WQA3 | purified M. tuberculosis FBA, fluorescence read-out | inhibition, % at 1 µM | actives 2.3% (n = 360,000) | AID 588726; in the data active = inhibition above about 27%;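 also: 0% = vehicle and 100% = reference inhibitor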
Target sequence (P9WQA3 whole entry, looked up): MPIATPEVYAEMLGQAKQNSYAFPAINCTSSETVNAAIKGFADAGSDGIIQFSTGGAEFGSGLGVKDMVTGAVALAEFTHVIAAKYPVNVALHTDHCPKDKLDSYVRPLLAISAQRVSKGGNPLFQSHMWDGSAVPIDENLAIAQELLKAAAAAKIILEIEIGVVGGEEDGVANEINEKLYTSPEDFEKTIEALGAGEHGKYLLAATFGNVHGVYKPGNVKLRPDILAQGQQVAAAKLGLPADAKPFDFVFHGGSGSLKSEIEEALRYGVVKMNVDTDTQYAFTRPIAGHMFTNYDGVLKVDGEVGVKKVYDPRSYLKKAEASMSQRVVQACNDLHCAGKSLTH
Mtb BioA inh – blocks M. tuberculosis BioA enzyme activity; purified M. tuberculosis BioA enzyme, plate reader; inhibition, % at 9.99 µM; actives 0.096% (n = 360,000); in the data active = inhibition above about 40%; inconclusive = no clear call, values can overlap the other calls
UGM FP inh – Mtb UDP-galactopyranose mutase inhibition; P9WIQ1; inhibition, % at 10 µM; actives 0.06% (n = 320,000); purified UGM, fluorescence polarization probe displacement; in the data active = inhibition above about 10%, passing the limit was not always enough; inconclusive = no clear call, values can overlap the other calls
Target sequence (P9WIQ1 whole entry, looked up): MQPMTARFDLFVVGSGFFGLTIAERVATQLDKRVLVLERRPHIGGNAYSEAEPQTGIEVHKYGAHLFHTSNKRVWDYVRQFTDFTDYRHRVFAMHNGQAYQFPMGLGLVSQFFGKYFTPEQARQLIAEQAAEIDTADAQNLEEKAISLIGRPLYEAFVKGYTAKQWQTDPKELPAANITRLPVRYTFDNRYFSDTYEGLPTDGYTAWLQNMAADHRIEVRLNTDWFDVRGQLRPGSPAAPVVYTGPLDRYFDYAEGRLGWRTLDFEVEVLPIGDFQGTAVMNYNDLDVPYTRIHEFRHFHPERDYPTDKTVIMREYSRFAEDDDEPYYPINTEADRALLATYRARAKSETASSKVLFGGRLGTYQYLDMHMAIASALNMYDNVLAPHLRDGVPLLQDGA
CCHF vOTU inh – CCHFV vOTU protease inhibition. Pep-AMC fluorescence. AID 651958. actives 0.55% (n = 370,000). inhibition, % at 11.5 µM; also: 0% = vehicle wells with enzyme and 100% = no enzyme wells
FadD28 binding – M. tuberculosis FadD28 bisubstrate binding inhibition. actives 0.22% (n = 360,000). inhibition, % at 12.5 µM. FadD28 bisubstrate probe binding, fluorescence polarization; in the data active = inhibition above about 8.5%, passing the limit was not always enough; inconclusive = no clear call, values can overlap the other calls
GDH-TPI inh – GDH-TPI coupled enzyme inhibition counter-screen; GDH-TPI coupled enzyme counterscreen, NADH absorbance; AID 588335; actives 1.2% (n = 360,000); inhibition, % at 4.8 µM;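 also: 0% = DMSO wells and 100% = wells lacking the enzyme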
BoNT F protease – BoNT F light chain protease inhibition; inhibition, % at 10 µM; Multiplex microsphere protease cleavage assay, flow cytometry; actives 0.22% (n = 360,000); in the data active = inhibition above about 35%, passing the limit was not always enough; inconclusive = no clear call, values can overlap the other calls; also: plate controls were buffer without enzyme for full effect and enzyme alone for no effect
BoNT A protease – BoNT A light chain protease inhibition. multiplex microsphere protease substrate cleavage, flow cytometry. inhibition, % at 10 µM. actives 0.17% (n = 360,000). AID 588499; in the data active = inhibition above about 30%; inconclusive = no clear call, values can overlap the other calls; also: plate controls were buffer without enzyme for full effect and enzyme alone for no effect
* hit, by the source's call; ? = inconclusive; . = not tested or not shown. Rule as the data show it, unless noted: active = inhibition above about 30%; inactive = the rest.

(1) CC(=O)c1cccc(NC(=O)CN2C(=O)NC(C)(c3ccc4c(c3)OCCCO4)C2=O)c1 (stereo not drawn)
(2) CN(/N=C/c1cc([N+](=O)[O-])ccc1O)c1ccccc1
(3) O=S1(=O)CCOC[C@H](Cc2ccccc2)N1Cc1ccc(Cl)cc1
(4) CCC(C)c1ccc(OCc2ccc(C(=O)O)o2)cc1 (stereo not drawn)
(5) O=C1CNC(=S)N1CCc1ccc(Cl)cc1
(6) CCCCn1c(-c2ccc([N+](=O)[O-])cc2)n[nH]c1=S
(7) CN(C(=O)c1cccc(NC(=O)Cc2ccc(NC(=O)C3CCN(C(=O)C4CCC4)CC3)cc2)c1)C1CCC1
(8) CC(NC(=O)CN1CCC(C(N)=O)CC1)c1ccccc1 (stereo not drawn)

screen / no.	1	2	3	4	5	6	7	8
PrPC surface inh	-9	-4	0	-1	-8	-24	5	6
Mtb FBA inh	3	-7	-1	2	1	-1	-2	1
Mtb BioA inh	-0.6	.	-0.2	.	0.6	2.4	1.0	.
UGM FP inh	-0.6	1.0	0.5	-0.2	3.8	2.4	.	2.8
CCHF vOTU inh	-4	-5	-2	9	-2	-1	12	1
FadD28 binding	-2.1	-4.8	-3.8	0.7	0.6	0.6	-3.8	0.6
GDH-TPI inh	0	5	1	5	-3	12	-8	0
BoNT F protease	-2	0	-4	12	?	-6	-4	-9
BoNT A protease	2.0	-0.1	-0.4	0.9	-0.7	0.4	-0.1	-1.1

(9) CCN(CC)S(=O)(=O)c1ccc2c(c1)nc(CCC(=O)OCC(=O)N1CCc3ccccc31)n2C
(10) CCOc1ccc2nc(SCC(=O)NC3CCCCC3)[nH]c2c1
(11) COc1ccc(C)cc1NC(=O)c1ccc(NS(=O)(=O)c2cccc3cccnc23)cc1
(12) Cc1cc2c3c([nH]c2cc1S(=O)(=O)NCc1ccc(CN2CCCCCC2)o1)CC(C)(C)CC3=O
(13) Cc1c(C(=O)N2CCCCCC2)c(S(=O)(=O)NCc2ccccc2Cl)c(C)n1C
(14) CCOC(=O)c1nn(-c2ccc(C)cc2)c(=O)cc1OCC(=O)N1CCN(c2ccccc2)CC1
(15) CCOC(=O)NCC(C#CCN(CC)CC)N(CC)CC (stereo not drawn)
(16) Cc1c(CCO)c(=O)oc2n[nH]c(-c3ccccc3)c12

screen / no.	9	10	11	12	13	14	15	16
PrPC surface inh	8	13	12	-2	7	-10	0	-1
Mtb FBA inh	-3	-5	1	-2	2	2	4	1
Mtb BioA inh	-1.6	0.3	1.3	4.0	-0.8	.	0.5	.
UGM FP inh	4.8	1.7	-1.4	-3.4	-3.1	.	-3.0	3.0
CCHF vOTU inh	2	10	-3	14	-2	-1	7	0
FadD28 binding	-2.7	.	-0.7	-6.5	-0.6	1.0	-3.3	-2.6
GDH-TPI inh	11	-9	18	1	6	0	-5	10
BoNT F protease	-2	-2	6	11	8	-7	-13	-4
BoNT A protease	0.1	0.3	-1.1	11	-0.5	0.1	-0.5	-0.6

(17) COc1cc(CN2CCN(C(=O)CC(C)C)CC2)cc(OC)c1O
(18) CCOC(=O)c1c(C)oc2c1cc(NS(=O)(=O)c1ccc(C(=O)O)cc1)c1ccccc12
(19) C=CCN(c1ccc(Cl)cc1)S(=O)(=O)c1cccc(C(=O)OCC(=O)N(C)C)c1
(20) O=C(NCCCN1CCCC1=O)c1cccc(S(=O)(=O)N2CCCCC2)c1
(21) CCN(CC(=O)Nc1cc(Cl)ccc1C)CC(=O)NC1CC1
(22) COc1ccc(NC(=O)N2CCN(c3cccc(C(F)(F)F)c3)CC2)cc1OC
(23) CNc1cccc(-c2ccc(C(=O)N3CCOCC3)cc2)n1
(24) CC1=C(C(=O)N(C(C)C)C(C)C)CC(CC(=O)NC2CC2)C(=O)N1CCC1=CCCCC1 (stereo not drawn)

screen / no.	17	18	19	20	21	22	23	24
PrPC surface inh	-4	1	9	2	-6	11	1	4
Mtb FBA inh	4	0	0	0	-2	0	10	1
Mtb BioA inh	0.5	2.3	.	-0.1	-1.1	-0.5	0.6	-0.5
UGM FP inh	0.8	2.2	1.4	0.7	.	1.4	.	.
CCHF vOTU inh	10	45*	16	-11	-3	-13	-8	2
FadD28 binding	-2.2	-19	-5.4	-3.9	0.1	-3.8	0.3	-3.3
GDH-TPI inh	6	12	-4	8	12	5	15	.
BoNT F protease	8	3	0	0	-7	-4	-10	1
BoNT A protease	1.0	0.8	-0.2	-1.2	0.4	-1.3	-0.6	0.2

(25) Cc1cc2nc(-c3ccccc3)cc(=O)n2[nH]1
(26) C[C@H]1CN=C(Nc2ccccc2)N1CCCC1CCCCC1
(27) O=C(CSc1nnc(CNc2ccc(F)cc2)n1CC1CCCO1)Nc1ccccc1 (stereo not drawn)
(28) Cc1cc2occ(CC(=O)O)c2cc1C
(29) COCCNC(=O)C(c1ccc(F)cc1)N(CCOC)C(=O)CCC(=O)Nc1ccccn1 (stereo not drawn)
(30) O=S1(=O)CC(N2CCCCC2)CN1Cc1cn(Cc2ccc(F)cc2)nn1 (stereo not drawn)
(31) Cc1ccccc1NC(=O)NCC1CCN(Cc2cccc(Cl)c2)CC1
(32) O=C(Nc1cc(Cl)ccc1N1CCOCC1)C1=COCCO1

screen / no.	25	26	27	28	29	30	31	32
PrPC surface inh	-7	-4	4	-4	3	-4	-7	-8
Mtb FBA inh	47*	-1	0	2	-1	.	1	-1
Mtb BioA inh	2.0	-1.3	.	-0.5	-1.0	.	-1.1	0.1
UGM FP inh	-0.1	-0.1	0.0	3.4	2.9	.	-0.3	0.7
CCHF vOTU inh	-31	2	8	3	-5	26	-14	-5
FadD28 binding	-2.2	-2.8	-4.7	-2.1	-3.1	.	-0.6	-2.7
GDH-TPI inh	-10	9	-13	3	-12	.	3	-7
BoNT F protease	?	-9	-1	-11	18	-3	-19	2
BoNT A protease	-2.8	-0.1	0.1	-0.1	0.4	-1.0	-2.2	-1.0

(33) CCc1ccc(CNC(=O)C2CCN(S(=O)(=O)N3CCCCC3)CC2)cc1
(34) FC(F)(F)Oc1ccc(NC2=NCCCS2)cc1
(35) Cc1cc(C)c(NC(=O)CSc2nc3ccc(NC(=O)CSc4nnnn4-c4ccccc4)cc3s2)c(C)c1
(36) CC(=O)Nc1c(S(=O)(=O)c2ccccc2)c2nc3ccccc3nc2n1Cc1ccccc1
(37) O=C1CC/C=C\C[C@@H](CC(=O)N(CCO)Cc2ccccc2)C(=O)NC[C@@H](c2ccccc2)O1
(38) O=C(O)/C=C/c1cn(Cc2ccccc2)nc1-c1cccnc1
(39) CC(=O)c1ccc(OCCCC(=O)NNC(=O)c2ccccn2)cc1
(40) CCOc1ccc(NC(=O)CN(C)C(=O)c2cc(C)oc2C)cc1OCC

screen / no.	33	34	35	36	37	38	39	40
PrPC surface inh	3	0	-7	1	1	5	4	-2
Mtb FBA inh	1	-2	-3	148*	0	2	0	1
Mtb BioA inh	-0.6	-0.1	.	-0.7	3.4	.	2.1	0.0
UGM FP inh	.	1.1	-3.3	0.0	-0.5	-0.9	-1.9	1.2
CCHF vOTU inh	26	44*	-19	-133	-7	-1	3	-3
FadD28 binding	-1.2	-1.9	-0.4	-3.8	0.6	0.6	-2.3	-1.0
GDH-TPI inh	12	0	9	11	2	-8	11	6
BoNT F protease	-2	-9	-7	1	-6	4	1	2
BoNT A protease	0.1	0.3	-0.5	0.9	0.0	-0.6	-1.2	?

Structural class, the entries above with an aryl thioether with sulfur outside any ring
(10) CCOc1ccc2nc(SCC(=O)NC3CCCCC3)[nH]c2c1
(27) O=C(CSc1nnc(CNc2ccc(F)cc2)n1CC1CCCO1)Nc1ccccc1 (stereo not drawn)
(35) Cc1cc(C)c(NC(=O)CSc2nc3ccc(NC(=O)CSc4nnnn4-c4ccccc4)cc3s2)c(C)c1

screen / no.	10	27	35
PrPC surface inh	13	4	-7
Mtb FBA inh	-5	0	-3
Mtb BioA inh	0.3	.	.
UGM FP inh	1.7	0.0	-3.3
CCHF vOTU inh	10	8	-19
FadD28 binding	.	-4.7	-0.4
GDH-TPI inh	-9	-13	9
BoNT F protease	-2	-1	-7
BoNT A protease	0.3	0.1	-0.5

Going on with the list:
(41) COc1ccc(CC(NC(C)=O)C(=O)NC2CCN(S(=O)(=O)c3ccccc3)CC2)c(OC)c1 (stereo not drawn)
(42) CCOc1ccc(NC(=O)CN(C)C(=O)c2ccc(C)o2)cc1OCC
(43) CC(C)CN(C(=O)c1cccc(S(=O)(=O)N2CCN(C)CC2)c1)C1CCS(=O)(=O)C1 (stereo not drawn)
(44) CCCS(=O)(=O)N1CCN(CCCc2ccccc2)CC1
(45) CCN(CC)C(=O)c1[nH]cnc1C(=O)Nc1ccc(Cl)cc1
(46) Cc1cccc(C)c1NC(=O)C1(C)CCC(=O)N1CCOc1ccccc1 (stereo not drawn)
(47) COc1cccc(Cn2nnc3c(=O)[nH]c(C4CCCN(C(=O)c5ccccc5Cl)C4)nc32)c1 (stereo not drawn)
(48) CC(OC(=O)c1cc(S(=O)(=O)Nc2ccc(F)cc2)ccc1Cl)C(=O)Nc1ccc2c(c1)OCCO2 (stereo not drawn)

screen / no.	41	42	43	44	45	46	47	48
PrPC surface inh	4	5	2	-1	-4	3	8	5
Mtb FBA inh	-3	2	3	5	0	1	5	-3
Mtb BioA inh	-0.8	1.1	.	-1.3	-0.9	0.6	15	.
UGM FP inh	-2.7	1.1	-0.8	-1.1	0.5	.	-5.7	-1.1
CCHF vOTU inh	4	32*	10	14	1	-5	13	2
FadD28 binding	-5.2	-1.9	-0.2	-0.7	-4.7	-2.6	-2.0	-3.0
GDH-TPI inh	0	-6	-3	14	3	.	-6	-5
BoNT F protease	1	-15	-9	-8	0	3	4	-9
BoNT A protease	-2.6	2.9	-2.6	-0.9	0.1	0.0	0.4	1.6

(49) COc1ccc(NC(=O)/C(=C\c2ccncc2)NC(=O)c2ccccc2)cc1
(50) O=C(Nc1cc2cccc([N+](=O)[O-])c2oc1=O)c1cccs1
(51) COc1cccc(C(C)=C2SC(=S)NC2=O)c1
(52) COc1ccc(Cl)cc1Nc1nc(C)nc2c1nnn2Cc1ccccc1
(53) O=c1c2ccccc2nc2n1CC/C2=C/N1CCN(c2cccc(C(F)(F)F)c2)CC1
(54) CCOc1cc2c(cc1OCC)-n1cccc1C(c1cccc(OCC)c1O)NC2 (stereo not drawn)
(55) c1ccc(CCN(Cc2ccccc2)C2CCN(C3CCCC3)CC2)cc1
(56) CC1=C(C/C=C(\C)CCC[C@H](C)CCC[C@H](C)CCCC(C)C)C(=O)c2ccccc2C1=O

screen / no.	49	50	51	52	53	54	55	56
PrPC surface inh	2	-3	-8	7	.	1	9	-5
Mtb FBA inh	2	-1	2	-2	2	1	-2	-2
Mtb BioA inh	0.4	.	.	-1.9	.	0.9	.	-0.9
UGM FP inh	6.0	4.4	.	-3.7	2.7	-0.4	-0.7	-0.4
CCHF vOTU inh	15	10	25	-2	.	15	-3	13
FadD28 binding	-1.9	-2.6	-7.6	-2.3	1.7	.	-3.3	0.4
GDH-TPI inh	-5	3	22	12	18	-1	-2	1
BoNT F protease	-3	-4	9	34	-7	-24	-4	0
BoNT A protease	-0.8	-1.0	-0.1	-0.6	-0.4	-5.7	-0.8	-0.4

(57) Cc1cnc(C(=O)OCC(=O)c2ccc(C)s2)cn1
(58) COc1ccc(S(=O)(=O)Nc2ccc(S(=O)(=O)NCC3CCCO3)cc2)cc1 (stereo not drawn)
(59) COc1ccc(NS(=O)(=O)c2cccc(C(=O)NC3CCC(O)CC3)c2)cc1 (stereo not drawn)
(60) O=C1Cc2ccccc2Sc2ccc(Cl)cc21
(61) CC1C/C(=C/c2ccccn2)C(=O)/C(=C/c2ccccn2)C1 (stereo not drawn)
(62) O=C(Nc1nc2ccccc2s1)c1cc(-c2ccccc2)nn1-c1ccccc1

screen / no.	57	58	59	60	61	62
PrPC surface inh	2	-1	0	14	.	-2
Mtb FBA inh	3	0	-4	6	-2	7
Mtb BioA inh	-0.7	-0.2	2.2	-1.5	.	-0.2
UGM FP inh	0.9	1.5	-1.9	-2.7	-4.7	1.6
CCHF vOTU inh	2	1	15	8	.	-16
FadD28 binding	0.5	-3.0	-4.1	-0.4	-1.4	-3.3
GDH-TPI inh	7	-1	-20	12	3	22
BoNT F protease	2	-25	27	-3	-6	-1
BoNT A protease	0.7	-2.3	18	0.0	1.2	0.7

Compound activity from PubChem BioAssay.
